STK33 inh: inhibitors of purified STK33 kinase, primary screen, biochemical, ADP-Glo luminescence, homogeneous, cell-free; Serine/threonine-protein kinase 33 (Homo sapiens), Q9BYT3; MBP phosphorylation; inhibition, % at 10 µM; 320,000 tested, 0.073% active; AID 2661, 2010;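 active = inhibition at or above 25%, using the most active replicate where run in duplicate; inactive = inhibition below 25%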
Target sequence (Q9BYT3 whole entry, looked up): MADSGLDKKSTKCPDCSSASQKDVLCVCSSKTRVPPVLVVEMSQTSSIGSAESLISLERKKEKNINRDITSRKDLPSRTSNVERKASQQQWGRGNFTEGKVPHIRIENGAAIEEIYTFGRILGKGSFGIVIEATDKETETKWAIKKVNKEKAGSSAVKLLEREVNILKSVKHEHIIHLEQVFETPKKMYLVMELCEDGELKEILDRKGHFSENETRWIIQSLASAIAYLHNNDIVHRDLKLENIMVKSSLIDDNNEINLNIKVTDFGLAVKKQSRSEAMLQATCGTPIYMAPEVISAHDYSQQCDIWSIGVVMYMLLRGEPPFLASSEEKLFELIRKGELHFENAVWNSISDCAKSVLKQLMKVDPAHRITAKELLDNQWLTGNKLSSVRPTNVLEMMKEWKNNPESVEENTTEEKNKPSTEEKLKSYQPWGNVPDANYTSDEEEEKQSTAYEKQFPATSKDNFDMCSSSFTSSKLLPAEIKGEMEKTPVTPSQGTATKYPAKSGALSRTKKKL
Kir21 inh: inhibitors of mouse Kir2.1 inward-rectifier potassium channel | Inward rectifier potassium channel 2 (Mus musculus), P35561 | HEK293-Kir2.1, FluxOR thallium flux fluorescence; active compounds read low | 310,000 tested, 0.85% active | B-score at 10 µM | AID 1672, 2009;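 active = fluorescence ratio B-score at or below minus 3 SD of library scores, with starting-brightness B-score within 2 SD, cut at about -4.2 in these data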;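 also: channel flux triggered by added potassium and thallium sulfate stimulus; B-score of peak minus minimum fluorescence over baseline after thallium stimulus; more negative B-score means stronger Kir2.1 block with less thallium influx; some compounds called inactive have numbers as strong as hits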
Target sequence (P35561 whole entry, looked up): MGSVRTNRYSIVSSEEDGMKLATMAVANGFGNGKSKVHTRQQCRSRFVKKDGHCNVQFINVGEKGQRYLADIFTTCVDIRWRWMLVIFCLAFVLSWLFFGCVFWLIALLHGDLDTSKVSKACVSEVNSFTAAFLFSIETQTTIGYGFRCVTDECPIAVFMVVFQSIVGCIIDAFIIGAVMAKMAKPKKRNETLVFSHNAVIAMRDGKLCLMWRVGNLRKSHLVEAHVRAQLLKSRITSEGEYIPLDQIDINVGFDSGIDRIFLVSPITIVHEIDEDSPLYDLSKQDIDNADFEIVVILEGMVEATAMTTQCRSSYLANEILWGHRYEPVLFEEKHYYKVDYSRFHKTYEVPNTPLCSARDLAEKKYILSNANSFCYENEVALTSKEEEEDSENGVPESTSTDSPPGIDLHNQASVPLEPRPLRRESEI
An asterisk follows results filed as active; . = not tested or not shown. No enrichment for hits. Share with any hit: about 0.84%.

#	SMILES	STK33 inh	Kir21 inh
1	O=C(CNC(=O)OCc1ccccc1)Nc1ccc(F)cc1	0.5	.
2	COc1ccc(N(CC(=O)Nc2c(C)cccc2C)S(=O)(=O)c2ccccc2[N+](=O)[O-])c(OC)c1	-1.6	2.48
3	CC(=O)NCCc1ccc(O)cc1	0.0	2.12
4	Cc1cc(=O)[nH]c(N/N=C/c2c(C)oc3ccccc23)n1	-0.2	1.46
5	O=C1COc2ccc(OCc3ccc(F)cc3)cc21	0.0	-1.31
6	COc1cc(C2(c3ccc(O)c(OC)c3)C(=O)Nc3c(C)cc(Br)cc32)ccc1O	0.3	-2.44
7	COCCN(C(=O)CSc1nnc(C)n1Cc1ccccc1)c1c(N)n(Cc2ccccc2)c(=O)[nH]c1=O	0.6	1.53
8	Cc1cc(C)c(S(=O)(=O)Nc2ncn[nH]2)cc1C	-1.4	0.3
9	CCN(C(=O)CSc1ccc(S(=O)(=O)N2CCOCC2)cn1)c1ccccc1	-0.1	.
10	O=C(/C=C/c1ccc(-c2cccc([N+](=O)[O-])c2)o1)N1CCOCC1	0.9	0
11	CC1CCN(S(=O)(=O)c2cn(C)c(=O)n(C)c2=O)CC1	-0.9	1.4
12	CCOc1ccc(CC(=O)OCN2C(=O)c3ccccc3C2=O)cc1	-1.1	-1
13	O=C(CCCCn1c(=O)c2ccccc2n(CC(=O)Nc2ccccc2)c1=O)NCc1ccco1	0.4	-0.03
14	O=C(COC(=O)c1ccccc1F)Nc1cc(S(=O)(=O)N2CCOCC2)ccc1N1CCCC1	1.9	-0.32
15	NC(=O)CSc1nnc(-c2ccc(S(=O)(=O)N3CCCCC3)cc2)n1-c1ccccc1	-0.4	1.73
16	O=C(O)CSc1nnc(COc2ccccc2)n1-c1ccccc1	0.1	0.27
17	CCOc1cccc(CNn2cnnc2)c1OCc1ccccc1Cl	-0.5	-2.54
18	COc1cc(C(=O)NCC2CCCN2S(=O)(=O)c2cccs2)cc(OC)c1OC (stereo not given)	-0.3	1.74
19	O=C(Nc1ccc(N2CCOCC2)cc1N1CCOCC1)c1ccccc1	1.3	.
20	O=S1OC(c2ccccc2)c2cc(Cl)ccc21 (stereo not given)	-4.8	-2.91
21	Cc1nc(C)c(-c2ccc(SCC(=O)Nc3cccc(Cl)c3)nn2)s1	-0.8	-1.29
22	CCOC(=O)c1c(C)c(C(=O)Nc2cc(OC)ccc2OC)c(C)n1CC	-0.4	0.99
23	Cc1ccc(-c2c(C)n([O-])c3c([n+]2=O)CCC3)cc1	-0.7	0.85
24	CCOC(=O)c1c(C)[nH]c(NC(=O)NNC(=O)c2ccccc2Cl)c1C	-0.2	.
25	CN(c1ccccc1)S(=O)(=O)c1cc(Cl)ccc1Cl	-1.1	-1.65
26	Cc1ccc(C(=O)N/C(=C\c2cccs2)C(=O)NCCc2c[nH]c3ccccc23)cc1C	-1.2	-0.26
27	COc1ccc(C(=O)NCc2nc(C)c(C)s2)cc1OC1CCN(C(C)C)CC1	-1.8	0.08
28	Cc1ccc(CN2CCC(C(=O)Nc3cccc(-c4cccc(F)c4)c3)CC2)o1	0.8	-5.14*
29	Cc1ccccc1OCC(=O)N(Cc1ccco1)c1c(N)n(Cc2ccccc2)c(=O)[nH]c1=O	-0.7	.
30	CCOC(=O)c1ccc(NC(=O)C2CCN(C(=O)c3ccc(OC)c(OC)c3)CC2)cc1	-0.2	0.04
31	COc1cccc(CNC(=O)c2nnn(CC(=O)Nc3c(C)cccc3C)c2N)c1	-1.0	-0.93
32	COc1cc(SC)ccc1C(=O)N(Cc1ccccc1)c1ccccn1	-1.9	-1.97
33	CCC1=C([N+](=O)[O-])C(c2ccc3c(c2)OCO3)NC(=O)N1 (stereo not given)	-2.6	-0.02
34	Cc1n[nH]c(=O)nc1N1CCc2ccccc2C1	0.2	2.37
35	CC1=NN(/C(=N\c2nnc(C)s2)Nc2ccc(C)cc2)[C@H](c2ccc(C)cc2)S1	-1.0	0.23
36	COc1ccc2nc(COC(=O)c3ccco3)c(C(C)=O)[n+]([O-])c2c1	0.1	1.13
37	CCOc1cccc(C(=O)NC(=S)Nc2ccc3c(c2)OCCO3)c1	-0.5	0.22
38	CC(C)C[C@H](NC(=O)C1CC(=O)N(c2ccc3c(c2)OCCO3)C1)C(=O)NC1CCCC1 (stereo not given in full)	-0.6	-0.53
39	CN1CCN(C(=O)CC23CC4CC(CC(C4)C2)C3)CC1	-0.2	-0.33
40	COc1ccc(CNS(=O)(=O)c2csc(C(N)=O)c2)cc1OC	-0.3	-0.01
41	COc1ccc(Cl)cc1S(=O)(=O)NCc1cccnc1	0.7	1.37
42	O=C(Nc1nnc(S(=O)(=O)N2CCOCC2)s1)c1ccccc1	-1.1	0.73
43	Cc1cc(NC(=O)CSc2nc(-c3cccnc3)ccc2C#N)no1	0.2	2.09
44	CC(C)c1ccc(NC(=O)CNC(=O)Cn2ccc3ccccc3c2=O)cc1	-0.1	2.92
45	O=C(NC1CCCCC1)c1cccc(OCc2ccccc2)c1	0.3	0.01
46	COc1ccc(C)cc1NC(=O)CCCNC(=O)Cn1cnc2sc(C)c(C)c2c1=O	-0.5	-0.12
47	N#Cc1ccc(/C=N/NC(=O)c2cc(-c3cccs3)nc3ccccc23)cc1	-1.3	0.1
48	COc1cc(OC)cc(C(=O)NC(=S)Nc2ccc(Cl)c(C(=O)O)c2)c1	0.0	2.06
49	CCOC(=O)C1=C(COC(=O)CSc2ccc(Br)cc2)NC(=O)NC1C (stereo not given)	.	0.95
50	O=C(c1ccc(=O)oc1)N1CCN(c2ccc(F)cc2)CC1	-4.5	1.19

Later entries
#	SMILES	STK33 inh	Kir21 inh
51	CCOc1ccc(N(C(=O)CNS(=O)(=O)c2ccccc2)C(CC)C(=O)NCc2ccco2)cc1 (stereo not given)	0.1	-0.78
52	COc1ccc(N(CC(=O)NCc2ccco2)S(=O)(=O)c2ccc(C)cc2)cc1OC	-0.7	0.95
53	O=C(CCSc1ccccc1)Nc1ccc(OCc2ccccc2)cc1	0.3	0.78
54	Nc1cc(-c2cccc([N+](=O)[O-])c2)[nH]n1	1.0	1.98
55	CC(C)CCN1C(Nc2ccccc2)=NC[C@@H]1CC(C)C	-0.2	0.4
56	O=C(O)c1c[nH]c(=S)n1-c1ccc(F)cc1	-0.8	-0.15
57	Nn1c(COc2ccccc2)nnc1SCC(=O)O	-1.1	-0.5
58	COc1ccc(C(=O)NC2(C(F)(F)F)N=C3SCCN3C2=O)cc1 (stereo not given)	2.6	1.45
59	Cc1cccc(N2CCN(C(=O)C3CCN(S(=O)(=O)N4CCOCC4)CC3)CC2)c1C	-2.2	1.44
60	Cc1ccc(S(=O)(=O)c2cn(CC(=O)Nc3ccccc3)c3ccc(F)cc3c2=O)cc1	0.5	-0.66
61	COc1cc(C)ccc1NC(=O)Cc1csc(NC(=O)Nc2ccccc2OC)n1	0.7	-0.78
62	CCCCCCc1cc2cc(-c3nnc(-c4ccccc4O)o3)c(=O)oc2cc1O	0.4	-1.88
63	COc1ccccc1C(=O)NNC(=S)Nc1ccccc1	.	0.29
64	Cc1ccc(-c2csc3nc(C(C)C)oc(=O)c23)c(C)c1	-1.2	-0.02
65	Cc1ccccc1CN1C(=O)CS/C1=N/N=C/c1ccco1	-26.2	-2.22
66	Cc1cc(F)ccc1S(=O)(=O)N1CCCOC1CNC(=O)C(=O)NCCC1=CCCCC1 (stereo not given)	-1.2	-0.48
67	O=C(Nc1ccc(NC(=O)c2ccccc2)nc1)c1ccncc1	-1.8	1.01
68	O=C(NCc1cccnc1)c1cccc(NS(=O)(=O)c2ccc(Br)cc2)c1	.	0.62
69	COc1ccc([N+](=O)[O-])cc1NC(=O)C(C)N(C)Cc1ccc(Br)cc1 (stereo not given)	.	-2.5
70	O=C(CSc1nnc2c(Cl)cc(Cl)cn12)N1CCOCC1	-1.1	0.08
71	COc1ccccc1CC1S/C(=N/N=C/c2ccco2)NC1=O (stereo not given)	-0.8	0.83
72	Cc1ccc(NC(=S)c2ccncc2)cc1	1.3	0.05
73	CSc1nc2sc3c(c2c(=S)[nH]1)CC(C)(C)OC3	-1.2	-0.63
74	Cc1cc(C)nc(NS(=O)(=O)c2ccc(NC(=O)NC3CCCCC3)cc2)n1	0.2	0.12
75	Cc1ccc(C2/C(=C(\O)c3c(C)nc4ccccn34)C(=O)C(=O)N2CCN(C)C)o1 (stereo not given)	-1.7	1.82
76	COc1ccc(C2NC(=S)NC(C)=C2C(=O)Nc2ccccn2)cc1 (stereo not given)	-2.1	0.52
77	CCCCSc1nc2ccccc2[nH]1	-1.2	1.5
78	Cc1ccc(Oc2nnc(-c3ccccc3)cc2C#N)cc1	0.4	-1.47
79	Cc1ccc(C2SCC(=O)N2Cc2cn3ccsc3n2)o1 (stereo not given)	-0.6	0.02
80	COc1ccc(Cl)cc1NC(=O)CN(C(=O)c1ccco1)C1CCCCC1	0.1	0.26
81	O=C(c1ccc(F)c(S(=O)(=O)N2CCOCC2)c1)N(CCc1ccccc1)Cc1ccccc1	-0.1	0.52
82	CCOC1C(=O)NC(=O)N1Cc1ccccc1 (stereo not given)	6.6	-0.56
83	c1cc2cn[nH]c2cc1NC1CCCCCC1	3.5	0.67
84	COc1ccccc1Cc1nc(-c2cccnc2)no1	0.9	0.64
85	CC(C)(C)NC(=O)CON=C1c2ccccc2-c2ccccc21	-0.6	-1.5
86	Cc1ccc(NC(=O)CSc2nnc3c(n2)[nH]c2ccccc23)cc1	-0.6	1.18
87	COc1ccc(C(=O)CN2CCN(S(=O)(=O)c3cccc([N+](=O)[O-])c3)CC2)cc1	-0.4	-0.52
88	Cc1ccc(C(=O)Nc2cc(=O)n(C)c(=O)n2C)cc1C	.	0.77
89	O=C(CCN1C(=O)/C(=C/c2ccccc2Cl)SC1=S)NC1C=CS(=O)(=O)C1 (stereo not given)	1.4	0.77
90	CC1(C(=O)O)Oc2cccnc2NC1=O (stereo not given)	-1.2	0.02
91	Oc1ccc(CN2CCCCC2)nc1-c1ccccc1	1.1	0.07
92	Cc1ccc2cc(C=O)c(Cl)nc2c1	-1.2	0.58
93	CCOC(=O)C1(Cc2ccc(Cl)cc2)CCN(CCCn2cccn2)CC1	-0.7	-1.33
94	COc1cccc(N2CCN(S(=O)(=O)c3ccc4c(c3)NC(=O)C(C)C(=O)N4)CC2)c1 (stereo not given)	0.1	1.97
95	CCOC(=O)c1ccc(NC(=S)N2CCN(CCNC3=CC(=O)CC(C)(C)C3)CC2)cc1	-0.3	0
96	O=C(Cc1cccs1)NCc1cccc(Br)c1	-0.1	0.9
97	COc1ccc(NC(=O)C2CCN(S(=O)(=O)c3cccc4cccnc34)CC2)cc1	-0.4	0.22
98	COc1ccc(S(=O)(=O)NCC2CCC(C(=O)NCCCN3CCCC3=O)CC2)cc1 (stereo not given)	-0.8	-0.23
99	Cc1nc2ccc(NC3=NCCCCC3)cc2s1	.	1.28
100	COc1ccc(CNC(=O)N2CCN(S(=O)(=O)c3ccccc3F)CC2)cc1	0.1	0.23

The list goes on.
#	SMILES	STK33 inh	Kir21 inh
101	CC(C)(C)c1ccc(C(=O)Nc2sc3c(c2C(=O)O)CCC3)cc1	1.5	-0.92
102	Nc1c(C(=O)C2CC2)sc2nc(-c3cccs3)cc(C(F)(F)F)c12	-1.1	0.01
103	COc1ccc(OCc2nc3ccccc3n2C(C)C)cc1	-0.8	-1.1
104	O=C(Cn1cnc2c(cnn2-c2ccccc2)c1=O)c1ccc(Cl)cc1	-0.7	-0.31
105	Cn1c(-c2ccccc2)cnc1SCC(=O)NCc1ccco1	0.0	1.44
106	Cc1cc(C)n(-c2ccc(NC(=O)C3CCCCN3Cc3cccc4c3OCO4)cc2)n1 (stereo not given)	.	-0.33
107	O=C1CCCC1C(=O)Nc1ccc2ccccc2c1 (stereo not given)	0.4	-0.27
108	CCCN(Cc1cc2ccc(C)cc2[nH]c1=O)C(=O)c1cccnc1	-0.5	0.02
109	CC1(C)Cc2c(cnn2-c2ccc(F)cc2)C(NC(=O)CCc2ccncc2)C1 (stereo not given)	.	0.16
110	COc1ccc(N2CCN(C(=O)CCCSc3nc4ccccc4[nH]3)CC2)cc1	-1.0	1.23
111	CCN(CC)C(=O)Oc1nnc(SC(C)C)n1-c1ccc(Cl)cc1	-2.7	-1.11
112	N#Cc1ccccc1NC(=O)c1ccc2c(c1)OCO2	-1.2	-1.63
113	COc1ccc(O)c(/C=N/NC(=O)c2cccc(N3CCCC3=O)c2)c1	-2.2	1.35
114	COc1ccc2c(N)c(C(=O)NN)[nH]c2c1	0.3	-0.52
115	COc1ccc(CCNC(=O)COC(=O)c2ccc(C)s2)cc1	0.4	.
116	Cc1nn(Cc2ccccc2)c2c1C(c1ccccc1)C(C#N)=C(N)O2 (stereo not given)	0.0	0.93
117	CC(NC(=O)c1ccco1)C(=O)O (stereo not given)	0.3	.
118	COc1ccc(S(=O)(=O)NCc2cccnc2)cc1C(=O)N1CCCCC1	-1.2	0.88

Compound activity deposited in PubChem BioAssay by several laboratories.
